Compound activity from PubChem.
Pf growth 48h = Primary qHTS for delayed death inhibitors of the malarial parasite plastid, 48 hour incubation; P. falciparum luciferase growth in erythrocytes, 48 h; Potency, µM (top dose mostly 28.7 µM), inactives show at the top dose activity change, negative = inhibition, actives largely listed as inhibitors; actives 5.9% (n = 310,000); AID 504832, 2011
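Erythrocytes infected with P. falciparum carrying an integrated firefly luciferase reporter (2% hematocrit, 0.1% parasitemia final) were exposed to compounds in RPMI 1640 with 0.5% Albumax at 37 C, 5% CO2. Growth inhibition was scored as reduced luminescence.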
Sm TGR inh = qHTS Assay for the Inhibitors of Schistosoma Mansoni Peroxiredoxins; Schistosoma mansoni thioredoxin glutathione reductase (TGR), Q962Y6; Potency, µM (series often up to 114 µM), without a hit: at the top dose activity change, negative = inhibition, usual class: inhibitors; purified TGR, DTNB reduction, TNB absorbance 405 nm; actives 3% (n = 360,000); further: nearly all actives have a fitted effect of over 60% in size
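Kinetic colorimetric format: TGR-catalysed, NADPH-driven DTNB reduction monitored via TNB absorbance. Enzyme dispensed at 20 nM; compound exposure 15 min at room temperature before reaction start.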
HCV inhibitor = qHTS Assay for Inhibitors of Hepatitis C Virus (HCV) | Huh7.5.1 HCVcc-Cre infection, luciferase reporter, 44 h | Potency, µM (series often up to 41.8 µM), inactives show at the top dose activity change, negative = inhibition, hits mostly inhibitors | actives 3.4% (n = 340,000) | AID 651820, 2012
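Whole-lifecycle infectious HCVcc-Cre system; cells 1,000/well, compound then virus (~0.5 moi) added 4 h after plating, 44 h culture. Luciferase read 15 sec following 15 min substrate incubation, room temp.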
Pf growth 96h = Primary qHTS for delayed death inhibitors of the malarial parasite plastid, 96 hour incubation | actives 6.9% (n = 320,000) | P. falciparum luciferase reporter growth, 96 h | Potency, µM (series often up to 28.7 µM), without a hit: top-dose activity change, negative = inhibition, hits mostly inhibitors
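P. falciparum expressing integrated firefly luciferase, in erythrocytes at 2% hematocrit, 0.05% parasitemia, incubated with compounds 96 h at 37 C, 5% CO2. Growth inhibition read as loss of luminescence; two-generation exposure targets delayed-death apicoplast inhibitors.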
TbPYK inhibitor = qHTS of Trypanosoma Brucei Inhibitors; Potency, µM (titrated, usually from 76.8 µM), for inactives: at the top dose activity, negative = inhibition, most hits filed as inhibitors; pyruvate kinase (Trypanosoma brucei), Q57TT1; TbPYK enzyme, Kinase-Glo Plus ATP luminescence, 45 min; actives 0.12% (n = 410,000); further: nearly all actives have a fitted effect of over 50% in size
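Luminescent Kinase-Glo Plus end-point after 45 min room-temperature reaction of T. brucei pyruvate kinase started with 130 uM ADP (final). Buffer TEA 50 mM pH 7.2 with KCl, MgCl2, BSA, Tween-20; titration-based qHTS with fitted concentration-effect curves.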
LmPK inh = qHTS Assay for Inhibitors of Leishmania Mexicana Pyruvate Kinase (LmPK); Q27686; purified LmPK, Kinase-Glo ATP luminescence, 1 h; Potency, µM (titrated, usually from 57.5 µM), inactives show at the highest dose activity change, negative = inhibition, usual class: inhibitors; actives 0.37% (n = 290,000)
Target sequence (Q27686 whole entry, looked up): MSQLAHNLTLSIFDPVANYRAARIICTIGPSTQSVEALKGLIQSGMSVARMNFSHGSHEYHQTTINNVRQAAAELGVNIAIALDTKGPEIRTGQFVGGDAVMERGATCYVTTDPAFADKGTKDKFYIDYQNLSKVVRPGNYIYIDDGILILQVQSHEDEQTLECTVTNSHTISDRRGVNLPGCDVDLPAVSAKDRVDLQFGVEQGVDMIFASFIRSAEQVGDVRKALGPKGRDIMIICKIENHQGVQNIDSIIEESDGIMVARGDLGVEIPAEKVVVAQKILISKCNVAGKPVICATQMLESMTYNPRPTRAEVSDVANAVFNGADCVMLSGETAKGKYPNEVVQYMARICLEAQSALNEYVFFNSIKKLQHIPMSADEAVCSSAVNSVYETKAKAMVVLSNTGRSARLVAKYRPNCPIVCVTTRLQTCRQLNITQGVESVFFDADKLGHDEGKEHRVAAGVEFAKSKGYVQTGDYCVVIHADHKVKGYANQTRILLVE
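qHTS format; LmPK 0.1 nM; substrates PEP 0.5 mM and ADP 0.1 mM. One-hour room-temperature incubation, then coupled luciferase luminescence; 0.5 nM enzyme wells mark activation.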
Starred values were filed as active, the others as inactive; u = inconclusive; x = no result given; ! = not confirmed by another sample; [ ] = remark or other dose. The call rests on the fitted dose curve; in most records, active means well fitted curve in the direction sought with a large enough effect; inconclusive means small, poorly fitted or top-dose-only effect, or another doubt; inactive means no such curve, though single readings can be large; an effect the other way counts as inactive or inconclusive. On the % scale 0 is the no-effect control and ±100 the full control effect; potency means the concentration at half of the fitted maximal effect.

SMILES	Pf growth 48h	Sm TGR inh	HCV inhibitor	Pf growth 96h	TbPYK inhibitor	LmPK inh
COCCCN(C)C1CCN(C(=O)Nc2ccc(F)cc2)CC1	10%	0%	4%	19%	3%	0%
CN(CC(=O)Nc1ccc(F)cc1)C(=O)COC(=O)CNC(=O)c1ccc(Cl)cc1Cl	-5%	-3%	4%	16%	3%	x
O=S(=O)(Nc1ccc(-n2cccc2)cc1)c1ccc(Cl)cc1Cl	u	3%	8%	34%[activator]	-2%	14%
CCc1sc(C(=O)N2CCN(CC(=O)Nc3cccc(F)c3)CC2)cc1C	4%	1%	u	-80%	8%	x
Cn1c(Cl)c(/C=N/OC(=O)C(C)(C)C)c2ccccc21	32%[activator]	-1%	-15%	0%	-3%	-4%
CCc1nc(SCC(=O)N2CCCCCC2)c2c(=O)n(C)c(=O)n(C)c2n1	2%	17%	-6%	-2%	4%	0%
O=C(O)Cn1c(O)c(C2=c3ccccc3=NC2=O)sc1=O	12%	3%	6%	27%	-18%	2%
NC(=O)C1CCN(C(=O)CCSc2ccc(Cl)cc2)CC1	17%	x	19%	22%	45%[activator]	0%
Cc1c(NC(=O)c2nn3c(C(F)(F)F)cc(-c4ccccc4)nc3c2Cl)c(=O)n(-c2ccccc2)n1C	u	-15%	u	-14%	4%	-1%
CCOc1ccc(CCNC(=O)C2CC(=O)N(c3ccc4c(c3)OCCO4)C2)cc1OCC (stereo not given)	u	3%	u	3.3µM*	0%	x
O=C(O)C(Oc1ccc2cc(-c3ccc(Cl)cc3)c(=O)oc2c1)c1ccccc1 (stereo not given)	9%	-1%	7%	268%[activator]	1%	-1%
COc1ccc(CNC(=O)CCS(=O)(=O)c2cccc3nonc23)cc1	15%	13µM*	-3%	u	-6%	1%
c1ccc(-c2nnc(C3CC(c4cccnc4)=NO3)o2)cc1 (stereo not given)	34%[activator]	-5%	-10%	-1%	1%	1%
COc1cc(C(C)=O)ccc1OC(C)C(=O)Nc1ccc(S(=O)(=O)N2CCCC2)cc1 (stereo not given)	-18%	-26%	u	3%	5%	x
CCOc1ccc(OCC(=O)N2CCC3(CC2)CC(=O)c2ccccc2O3)cc1	u	-4%	-16%	u	6%	x
CN(Cc1c(C(=O)N/N=C/c2cccc(F)c2)nnn1-c1nonc1N)C1CCCCC1	20%	-22%	14%	41%[activator]	50%[activator]	2%
COc1ccc(/C=C/C(=O)Nc2cccc(S(=O)(=O)N3CCOCC3)c2)cc1OC	-12%	0%	u	u	-1%	x
Cc1ccc(N2CCN(S(=O)(=O)N3CCCCCC3)CC2)cc1Cl	x	-17%	4%	-6%	-5%	-1%
CCc1nnc(NC(=O)CSc2nnc(C3CCCCC3)n2-c2cccc(Cl)c2)s1	u	-1%	-11%	u	5%	3%
O=C(Cc1ccccc1)NCCSCc1ccccc1	8%	0%	22%	-18%	-6%	-3%
CCOC(=O)C1(CC)NC(c2ccc(OC)c(OC)c2)C2C(=O)N(c3cccc(C(C)=O)c3)C(=O)C21 (stereo not given)	-17%	-31%	0%	13%	-4%	-5%
CCOC(=O)N1CCN(CC(=O)Nc2c(C(=O)OC)[nH]c3ccccc23)CC1	u	0%	-12%	5%	-9%	1%
CC(NC(=O)Cn1cnc([N+](=O)[O-])n1)c1ccccc1 (stereo not given)	14%	4%	26%	25%	2%	-4%
COc1ccc(C(=O)c2coc3ccc(OC(C)=O)cc23)cc1	212%[activator]	2%	u	153%[activator]	3%	-7%
COc1ccc(CC2(CO)CCN(Cc3cnn(C)c3)CC2)cc1	3%	0%	11%	34%[activator]	3%	-5%
Cc1c(C#N)c2ccccc2n1C	12%	11%	-15%	-9%	4%	13%
COc1cc(C(=S)N2CCOCC2)ccc1OS(=O)(=O)c1ccc(NC(C)=O)cc1	14%	-5%	u	20%	-6%	5%
O=C(CCN=C1NS(=O)(=O)c2ccccc21)OCc1ccccc1	6%	-1%	12%	-5%	0%	x
CCOC(=O)COc1nc(-c2ccccc2)cc(-c2ccco2)c1C#N	9%	5%	-22%	-1%	3%	3%
O=C(c1ccc([N+](=O)[O-])cc1)N1CCSC1c1ccccc1 (stereo not given)	5%	-13%	9%	-17%	-4%	6%
COc1ccc(NS(=O)(=O)c2cccc(C(=O)N3CCN(Cc4cc(OC)ccc4OC)CC3)c2)cc1	u	2%	u	u	2%	-1%
COc1ccc(C(=O)COC(=O)CCN=C2NS(=O)(=O)c3ccccc32)c(OC)c1	-19%	0%	10%	11%	-8%	x
COc1cccc(NC(=O)Cc2csc(NC(=O)Nc3ccccc3OC)n2)c1	u	-10%	u	u	2%	x
COc1ccc(NC(=O)c2nc[nH]c2C(=O)NCC(=O)OC(C)(C)C)cc1	u	7%	5%[8.37 µM]	-4%	2%	3%
CCSCCOC(=O)C1=C(C)NC(=O)NC1c1ccc2c(c1)OCO2 (stereo not given)	x	7%	-18%	0%	-6%	5%
CCOc1cc(C=O)ccc1OCC(=O)N1CCCC1	5%	0%	13%	13%	1%	-11%
Oc1cc(Br)ccc1C=Nc1ccc(N2CCCCC2)cc1	8.3µM*	u	4%	8.3µM*	-2%	-11%
Cc1ccc(S(=O)(=O)N2[C@@H](c3ccccc3F)C(C(=O)O)=CC[C@H]2c2cccc(C)c2)cc1	u	-24%	14%	-11%	1%	x
CCN1C(=O)[C@H]2[C@@H](c3ccc(C)cc3)N3C(=O)N(c4ccc(C)cc4)C(=O)[C@@]3(C)[C@H]2C1=O	-25%	-26%	13%	u	3%	-2%
COc1ccc(C(CC(=O)O)NC(=O)OC(C)(C)C)cc1 (stereo not given)	12%	1%	-5%	6%	-3%	-5%
CC(C)(C)CN1C(=O)C(=O)NC[C@H]1Cc1cccc2ccccc12	u	-9%	2%[8.37 µM]	u	3%	-1%
COc1ccccc1CNC(=O)C(NS(=O)(=O)c1ccc2c(c1)oc(=O)n2C)C(C)C (stereo not given)	x	6%	14%	u	-4%	3%
CCN(Cc1ccccc1)C(=O)Cn1c(C(C)O)nc2ccccc21 (stereo not given)	401%[activator]	14%	-14%	u	-1%	0%
O=C(N/N=C\C=C\c1ccc(Br)cc1)c1ccc2c(c1)OCO2	-18%	-2%	9%	0%	-5%	3%
Cc1ccc2c(c1)C1CN(C)CCC1N2C(=O)c1cccs1 (stereo not given)	u	-28%	-1%	8%	-5%	2%
Fc1ccc(C2c3cccn3CCN2C(=S)Nc2cccc(Br)c2)cc1 (stereo not given)	12µM*	-18%	10µM*	u	-12%	2%
Cc1cc(=O)c2n(Cc3ccccc3Cl)nc[n+]2[nH]1	-8%	2%	5%	-5%	-1%	3%
Cc1cc(S(=O)(=O)N2CCCC(C)C2)ccc1-n1cnnn1 (stereo not given)	-5%	-9%	12%	16%	3%	-1%
CC1=C(C(=O)Nc2ccc(C)cc2)C(c2ccc(C)o2)C2=C(CC(C)(C)CC2=O)N1 (stereo not given)	-23%	u	u	3%	-11%	2%
Cc1ccc(C)c(NC2=CC(=O)CC(C)(C)C2)c1C#N	6%	0%	8%	23%	5%	-3%
Cc1cc(C)n(-c2cccc(Cl)c2C#N)n1	5%	1%	u	17%	-2%	7%
O=C(NCc1ccco1)C1CCN(S(=O)(=O)c2ccc(-n3cnnn3)cc2)CC1	-22%	8%	22%	u	3%	-5%
Cc1ccc(Nc2nc(N)nc(CCl)n2)c(C)c1	u	32µM*	0.5µM*	-13%	-3%	4%
CCCc1nc(SCC(=O)N2CCC(Cc3ccccc3)CC2)c2c(=O)n(C)c(=O)n(C)c2n1	u	1%	10µM*!	13%	3%	10%
CC1Oc2ccccc2N(CC(=O)NC2CCCCC2)C1=O (stereo not given)	0%	-1%	0%	-16%	-5%	4%
Cc1ccccc1NC(=O)C12CC3CCC1(C)C3(C)CO2 (stereo not given)	13%	-2%	7%	13%	3%	8%

16 compounds from above, ordered by heavy-atom count, largest number first.
SMILES	Pf growth 48h	Sm TGR inh	HCV inhibitor	Pf growth 96h	TbPYK inhibitor	LmPK inh
CCCc1nc(SCC(=O)N2CCC(Cc3ccccc3)CC2)c2c(=O)n(C)c(=O)n(C)c2n1	u	1%	10µM*!	13%	3%	10%
Cc1ccc(S(=O)(=O)N2[C@@H](c3ccccc3F)C(C(=O)O)=CC[C@H]2c2cccc(C)c2)cc1	u	-24%	14%	-11%	1%	x
CCN1C(=O)[C@H]2[C@@H](c3ccc(C)cc3)N3C(=O)N(c4ccc(C)cc4)C(=O)[C@@]3(C)[C@H]2C1=O	-25%	-26%	13%	u	3%	-2%
COc1ccccc1CNC(=O)C(NS(=O)(=O)c1ccc2c(c1)oc(=O)n2C)C(C)C (stereo not given)	x	6%	14%	u	-4%	3%
CC1=C(C(=O)Nc2ccc(C)cc2)C(c2ccc(C)o2)C2=C(CC(C)(C)CC2=O)N1 (stereo not given)	-23%	u	u	3%	-11%	2%
O=C(NCc1ccco1)C1CCN(S(=O)(=O)c2ccc(-n3cnnn3)cc2)CC1	-22%	8%	22%	u	3%	-5%
Fc1ccc(C2c3cccn3CCN2C(=S)Nc2cccc(Br)c2)cc1 (stereo not given)	12µM*	-18%	10µM*	u	-12%	2%
CCN(Cc1ccccc1)C(=O)Cn1c(C(C)O)nc2ccccc21 (stereo not given)	401%[activator]	14%	-14%	u	-1%	0%
CC(C)(C)CN1C(=O)C(=O)NC[C@H]1Cc1cccc2ccccc12	u	-9%	2%[8.37 µM]	u	3%	-1%
O=C(N/N=C\C=C\c1ccc(Br)cc1)c1ccc2c(c1)OCO2	-18%	-2%	9%	0%	-5%	3%
Cc1ccc2c(c1)C1CN(C)CCC1N2C(=O)c1cccs1 (stereo not given)	u	-28%	-1%	8%	-5%	2%
COc1ccc(C(CC(=O)O)NC(=O)OC(C)(C)C)cc1 (stereo not given)	12%	1%	-5%	6%	-3%	-5%
Cc1ccc(C)c(NC2=CC(=O)CC(C)(C)C2)c1C#N	6%	0%	8%	23%	5%	-3%
Cc1cc(=O)c2n(Cc3ccccc3Cl)nc[n+]2[nH]1	-8%	2%	5%	-5%	-1%	3%
Cc1ccc(Nc2nc(N)nc(CCl)n2)c(C)c1	u	32µM*	0.5µM*	-13%	-3%	4%
Cc1cc(C)n(-c2cccc(Cl)c2C#N)n1	5%	1%	u	17%	-2%	7%

Part of the list above with just Pf growth 96h, TbPYK inhibitor and LmPK inh:
mol | Pf growth 96h | TbPYK inhibitor | LmPK inh
COc1ccccc1CNC(=O)C(NS(=O)(=O)c1ccc2c(c1)oc(=O)n2C)C(C)C (stereo not given) | u | -4% | 3%
Cc1ccccc1NC(=O)C12CC3CCC1(C)C3(C)CO2 (stereo not given) | 13% | 3% | 8%
